PMI act hi M6P – increases human PMI activity with near-saturating mannose 6-phosphate | 0.34% of 190,000 active | AID 1216 | activation factor at 20 µM | coupled PMI enzyme assay, resazurin fluorescence, 20 min; hits give high values; 1 = untreated enzyme, 0 = substrate-free blank;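 active = activation factor of 2 or more at 20 µM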
Target sequence (P34949 whole entry, looked up): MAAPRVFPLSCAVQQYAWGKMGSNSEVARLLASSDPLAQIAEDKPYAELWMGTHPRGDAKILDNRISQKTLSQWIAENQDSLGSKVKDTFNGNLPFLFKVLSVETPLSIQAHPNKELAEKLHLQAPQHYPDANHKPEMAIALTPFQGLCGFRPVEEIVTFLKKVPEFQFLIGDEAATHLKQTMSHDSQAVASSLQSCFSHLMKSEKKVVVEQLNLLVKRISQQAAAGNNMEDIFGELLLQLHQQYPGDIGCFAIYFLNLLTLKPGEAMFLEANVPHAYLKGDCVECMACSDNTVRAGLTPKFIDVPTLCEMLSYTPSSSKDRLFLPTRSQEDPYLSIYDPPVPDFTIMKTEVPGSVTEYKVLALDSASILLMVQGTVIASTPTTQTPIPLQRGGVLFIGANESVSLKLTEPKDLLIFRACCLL
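Test system: human phosphomannose isomerase with PGI, G6PDH, diaphorase coupling enzymes / Doses: 20 µM compound, 1% DMSO / Times: enzyme reaction with compound 20 min at room temperature / Measured by: Diaphorase-driven resazurin-to-resorufin fluorescence, excitation 544, emission 590 nm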
bIAP activator – increases bovine intestinal alkaline phosphatase activity; 0.17% of 200,000 active; activation factor at 20 µM; purified bovine IAP, CDP-star luminescence, 30 min; hits give high values; fold of DMSO-control signal, blank-subtracted;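 active = activation factor of 2 or more at 20 µM, a signal rise over negative controls twice the positive control's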
TNAP act hi DEA – activators of human TNAP at high phosphate acceptor concentration; AID 1136; purified TNAP, CDP-star luminescence, 1 M DEA, 30 min; hits give high values; 0 = EDTA background, 1 = DMSO-only activity; activation factor at 20 µM; 200,000 tested, under 10 active;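 active = activation factor at least 2 at 20 µM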
Target sequence (P05186 whole entry, looked up): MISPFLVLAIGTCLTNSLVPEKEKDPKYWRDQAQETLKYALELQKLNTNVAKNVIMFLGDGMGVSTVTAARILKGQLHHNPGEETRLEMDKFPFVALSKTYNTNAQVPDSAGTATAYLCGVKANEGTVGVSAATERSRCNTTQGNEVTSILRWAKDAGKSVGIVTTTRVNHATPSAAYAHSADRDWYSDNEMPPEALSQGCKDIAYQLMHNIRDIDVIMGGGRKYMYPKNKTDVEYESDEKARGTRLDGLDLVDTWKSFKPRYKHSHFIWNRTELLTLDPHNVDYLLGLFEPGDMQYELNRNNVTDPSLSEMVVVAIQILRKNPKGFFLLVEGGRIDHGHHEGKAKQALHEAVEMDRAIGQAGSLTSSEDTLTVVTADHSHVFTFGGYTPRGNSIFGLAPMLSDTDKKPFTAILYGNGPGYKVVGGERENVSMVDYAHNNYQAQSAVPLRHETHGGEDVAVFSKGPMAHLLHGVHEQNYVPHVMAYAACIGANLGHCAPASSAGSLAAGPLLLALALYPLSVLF
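Assay system: human TNAP; Input: enzyme diluted 1/800 final; Reagent: CDP-star luminogenic substrate at 100 µM final; Timing: 30 min, room temperature; Signal: luminescence; Evaluation: TNAP activation factor scaled between EDTA and DMSO control wells.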
NF-kB neuron act – NF-kB expression increase, human neuronal cells. 1.6% of 190,000 active. fold change at 12.5 µM. AID 1239. NF-kB reporter expression; hits give high values; in the data active = fold change above about 3.3
FLuc inh counter – counter-screen for luciferase assay inhibitors: firefly luciferase inhibition | P08659 | ATPLite firefly luciferase biochemical luminescence, 10 min | inhibition, % at 10 µM | 1.5% of 200,000 active | AID 1006;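 active = inhibition above about 50% when tested at 10 µM, limit read from the data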
TNAP inh hiacc – inhibitors of human TNAP at high phosphate acceptor concentration. purified TNAP, CDP-star luminescence, 1 M DEA. inhibition, % at 20 µM. 0.03% of 200,000 active;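 active = over 50% inhibition of tissue-nonspecific alkaline phosphatase at 20 µM in the single-dose screen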;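 note: plate controls were DMSO wells for no effect and EDTA-quenched wells as full inhibition for full effect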
PMI act – increases human mannose-6-phosphate isomerase activity; AID 1214; purified human PMI, coupled resazurin fluorescence, 20 min; hits give high values; 1 = vehicle control, 0 substrate-free wells; 0.005% of 190,000 active; P34949; activation factor at 20 µM;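 active = activation factor of 2 or more at 20 µM, relative to plate controls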
FLuc stim CS – firefly luciferase counter-screen for stimulation assays; 200,000 tested, under 10 active; AID 1027; ATPlite luciferase biochemical, luminescence, 10 min; 0 = ATP-free wells, 1 = DMSO control; activation factor at 10 µM; P08659;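 active = luciferase activation factor, scaled between plate controls, of at least 2 with compound at 10 µM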
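Assay system – cell-free luciferase reagent · Medium – PBS-based ATP solution · Dosing – test compounds dosed from 2 mM stocks in 100% DMSO · Timing – 10 min, room temperature · Technique – light output (luminescence) · Measure – luminescence gain marking luciferase activators · Controls – No-ATP low control, compound-free enzyme-plus-ATP high control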
APP 5'UTR act – activates APP 5'UTR luciferase reporter; activation, % at 2 µM; AID 1276; 1% of 190,000 active; SH-SY5Y APP 5'UTR luciferase reporter, luminescence; zero percent = DMSO vehicle wells;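 active = activation above a set limit, based on mean plus 3 SD of controls, cut at about 140% in these data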; note: values of inactives mirror those of a sister screen read the other way
TNAP inh noacc – inhibitors of human TNAP without phosphate acceptor | AID 1012 | 0.26% of 200,000 active | purified TNAP, CDP-star luminescence, 30 min | inhibition, % at 20 µM | P05186;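 active = tissue-nonspecific alkaline phosphatase inhibition above about 50% at 20 µM in the single-dose screen, limit read from the data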;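 note: 0% = DMSO negative control and 100% = EDTA positive control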
The depositor's hits bear a star; . = not tested or not shown.

SMILES | PMI act hi M6P | bIAP activator | TNAP act hi DEA | NF-kB neuron act | FLuc inh counter | TNAP inh hiacc | PMI act | FLuc stim CS | APP 5'UTR act | TNAP inh noacc
COc1ccc(N2C(=O)C(CC(=O)Nc3ccc(F)cc3)N(CCc3cccs3)C2=O)cc1 (stereo not drawn) | 1 | 1 | 1 | 0.99 | -1 | -4 | 0.8 | 1 | . | -20
O=C(NCCN1CCOCC1)N1c2ccccc2Sc2ccccc21 | 1 | 1 | 1.1 | 1.1 | -7 | -7 | 1 | 1.1 | -8 | -12
CC(C)=C1C2CCC1C1C(=O)N(c3nc(-c4ccc(F)cc4)c(C)s3)C(=O)C21 (stereo not drawn) | 1 | 1 | 1 | 0.87 | -2 | 5 | 1 | 1 | -3 | 0
Cc1c(NC(=S)NC(=O)c2ccc(-c3ccc(Cl)cc3)o2)cccc1C(=O)O | 1 | 1.2 | 1 | 1 | -5 | -2 | 1 | 1 | 0 | -10
CCOc1ccccc1-c1nc(CN(Cc2cnn(C)c2)C(C)C)c(C)o1 | 1 | 0.9 | 1 | 0.88 | -7 | -1 | 0.9 | 1.1 | 15 | -4
Nc1[nH]n2c(=O)cc(-c3ccccc3)nc2c1N=Nc1ccccc1 | 1 | 0.8 | 0.8 | 0.63 | 6 | 18 | 0.7 | 0.9 | -1 | 12
CN(C)S(=O)(=O)c1ccc(Cl)c(NC(=O)COC(=O)/C=C/c2ccco2)c1 | 1.1 | 0.9 | 1 | 1.3 | -7 | -3 | 1 | 1.1 | 23 | 3
CC(CCc1ccccc1)NC(=O)c1nnc(Cc2ccc(F)cc2)o1 (stereo not drawn) | 1.1 | 0.8 | 1 | 1.2 | -10 | 2 | 1.1 | 1.1 | 11 | 3
CS(=O)(=O)N(CC(=O)N1CCCC1)c1cc(C(F)(F)F)ccc1Cl | 1 | 1.1 | 1.1 | 1.2 | -6 | -6 | 1 | 1.1 | -18 | -6
COc1ccc(NC(=O)C2=C(C)C(=O)OC23CCC(C)CC3)cc1Cl (stereo not drawn) | 1 | 0.9 | 1.1 | 0.8 | -6 | -7 | 1 | 1.1 | 9 | -7
O=C(O)c1ccccc1-c1ccc(/C=C/c2cc(C(F)(F)F)[nH]c(=O)n2)o1 | 1.2 | 1.1 | 1 | 1.1 | -1 | 0 | 1.2 | 1 | 10 | -17
O=C(NCC1CCCO1)c1onc(CSc2ccc(Cl)cc2)c1C(=O)O (stereo not drawn) | 1.1 | 1 | 1 | 1.2 | -1 | -2 | 1 | 1 | 19 | -8

Some entries already given with just TNAP inh noacc, bIAP activator and FLuc stim CS.
SMILES	TNAP inh noacc	bIAP activator	FLuc stim CS
COc1ccc(NC(=O)C2=C(C)C(=O)OC23CCC(C)CC3)cc1Cl (stereo not drawn)	-7	0.9	1.1
O=C(O)c1ccccc1-c1ccc(/C=C/c2cc(C(F)(F)F)[nH]c(=O)n2)o1	-17	1.1	1

Next section.
SMILES | PMI act hi M6P | bIAP activator | TNAP act hi DEA | NF-kB neuron act | FLuc inh counter | TNAP inh hiacc | PMI act | FLuc stim CS | APP 5'UTR act | TNAP inh noacc
Cc1cc2cc(C)c3nnc(SCC(=O)N4CCc5ccccc54)n3c2cc1C | 1 | 0.9 | 1 | 1.3 | -2 | -4 | 0.9 | 1 | -12 | -7
C/C(CCc1oc2ccc(Br)cc2c1-c1ccc(C)o1)=N/O | 1 | 0.9 | 1.1 | 1.2 | -4 | -5 | 1 | 1 | 5 | -6
COC(=O)c1cc(NC2c3ccccc3C(=O)N2c2cccnc2)cc(C(=O)OC)c1 (stereo not drawn) | 1.1 | 0.5 | 1.1 | 1.4 | -5 | -6 | 1.1 | 1 | 9 | -10
CCOC(=O)c1oc2ccccc2c1N | 1 | 0.9 | 1 | 1.3 | 12 | -3 | 1 | 0.9 | 35 | -5
O=C(CSCc1c(Cl)cccc1Cl)Nc1nccs1 | 1 | 1 | 1.1 | 1.3 | -4 | -7 | 1.1 | 1 | 4 | -16
Cc1ccc(C(=O)c2coc3ccc(O)c(Cl)c23)cc1 | 0.8 | 1 | 1 | 3.1 | -3 | -3 | 0.9 | 1 | 67 | 0
CCc1ccc(-c2csc(NC(=O)Oc3ccccc3)n2)cc1 | 1 | 1.1 | 1 | 1.6 | 5 | 0 | 0.9 | 1 | 77 | -8
Cc1cccc(NC2(C(F)(F)F)N=C(c3ccccc3)NC2=O)n1 (stereo not drawn) | 0.9 | 1 | 1 | 0.94 | -1 | 2 | 0.9 | 1 | 6 | -3
Cc1ccc(NS(=O)(=O)c2cc(NC(=O)c3ccc4c(c3)NC(=O)CS4)ccc2C)c(C)c1 | 0.9 | 0.8 | 1.1 | 1.1 | -7 | -9 | 0.6 | 1.1 | -13 | -12
COc1ccc(NC(=O)C2CCCN(S(=O)(=O)c3cccc4nonc34)C2)cc1OC (stereo not drawn) | 0.9 | 0.9 | 1 | 1.3 | -4 | -4 | 1 | 1 | 30 | -15
COc1ccc(C2CC(=O)c3cnc(NC(=O)c4ccccc4)nc3C2)cc1OC (stereo not drawn) | 1 | 1 | 1 | 1.1 | 0 | 0 | 0.9 | 1 | 2 | 13
COc1ccc(C(CC(=O)O)NC(=O)c2ccco2)cc1OC (stereo not drawn) | 0.9 | 0.9 | 1.1 | 1.1 | -8 | -12 | 1 | 1.1 | 3 | -18

Single records, from the list above.
C/C(CCc1oc2ccc(Br)cc2c1-c1ccc(C)o1)=N/O is listed with PMI act hi M6P: 1; bIAP activator: 0.9; TNAP act hi DEA: 1.1; NF-kB neuron act: 1.2; FLuc inh counter: -4; TNAP inh hiacc: -5; PMI act: 1; FLuc stim CS: 1; APP 5'UTR act: 5; TNAP inh noacc: -6
COc1ccc(C2CC(=O)c3cnc(NC(=O)c4ccccc4)nc3C2)cc1OC (stereo not drawn) is listed with PMI act hi M6P: 1; bIAP activator: 1; TNAP act hi DEA: 1; NF-kB neuron act: 1.1; FLuc inh counter: 0; TNAP inh hiacc: 0; PMI act: 0.9; FLuc stim CS: 1; APP 5'UTR act: 2; TNAP inh noacc: 13
COC(=O)c1cc(NC2c3ccccc3C(=O)N2c2cccnc2)cc(C(=O)OC)c1 (stereo not drawn) is listed with PMI act hi M6P: 1.1; bIAP activator: 0.5; TNAP act hi DEA: 1.1; NF-kB neuron act: 1.4; FLuc inh counter: -5; TNAP inh hiacc: -6; PMI act: 1.1; FLuc stim CS: 1; APP 5'UTR act: 9; TNAP inh noacc: -10

Later entries.
SMILES | PMI act hi M6P | bIAP activator | TNAP act hi DEA | NF-kB neuron act | FLuc inh counter | TNAP inh hiacc | PMI act | FLuc stim CS | APP 5'UTR act | TNAP inh noacc
CN(C)c1ccc(NC(=O)Oc2ccccc2)cc1 | 0.8 | 0.9 | 1 | 1.5 | 74* | -2 | 0.8 | 0.3 | 126 | -16
O=C(COC(=O)CN1C(=O)C2CC=CCC2C1=O)Nc1cc(C(F)(F)F)ccc1N1CCOCC1 (stereo not drawn) | 1 | 0.9 | 1.1 | 1.1 | -6 | -8 | 1 | 1.1 | 0 | -13
CCC(=O)N1CCc2cc(S(=O)(=O)NC(C(=O)Nc3cccc(C)n3)C(C)C)ccc21 (stereo not drawn) | 1.1 | 1 | 1.1 | 1.2 | -7 | -8 | 1.1 | 1.1 | 3 | 2
Cc1nc(Nc2ccc3c(c2)OCO3)c2oc3ccccc3c2n1 | 1.1 | 0.9 | 1.1 | 0.48 | -2 | -7 | 1 | 1 | -3 | 27
CSc1nc(N(C)CCO)c2sc3nc(-c4ccco4)c4c(c3c2n1)CCC4 | 1.2 | 0.9 | 1 | 1.3 | -5 | 0 | 1 | 1 | 10 | -1
CCCCCCN1C=CC=C/C1=C/C=C(C#N)C#N | 0.9 | 1 | 0.8 | 1.1 | 0 | 24 | 0.9 | 1 | -2 | 23
CC1CCC2C(=O)N(c3ccccc3OC(=O)c3ccccc3)C(=O)C2C1 (stereo not drawn) | 0.9 | 0.9 | 1.1 | 1.2 | -12 | -6 | 1.1 | 1.1 | 8 | -5
CCc1ccccc1NC(=O)c1cccc(Oc2ccc([N+](=O)[O-])cc2Cl)c1 | 0.9 | 0.8 | 1 | 1.4 | -3 | 4 | 0.9 | 1 | 0 | -1
O=C(Nc1ccc(OCC(F)(F)C(F)F)cc1)c1ccncc1 | 0.9 | 1.1 | 1 | 0.91 | 4 | 4 | 0.9 | 1 | -4 | -2
CC(=O)Cc1nsc(NC(=O)c2ccccc2Cl)n1 | 1 | 0.9 | 1 | 1.4 | -2 | -2 | 1.1 | 1 | -5 | -13
CC1Cc2nc(SCC(=O)N3CCOCC3)n(-c3ccccc3)c(=O)c2S1 (stereo not drawn) | 1 | 1 | 1 | 0.9 | -6 | -4 | 1 | 1.1 | 18 | -14
CN(C(=O)c1cccn(Cc2ccccc2)c1=O)c1ccccc1 | 1 | 1 | 1 | 1.1 | -8 | -2 | 1.2 | 1.1 | 8 | -9
CNC(=O)Nc1ccccc1NC(=O)NC | 1 | 0.9 | 1 | 1 | -5 | -2 | 1 | 1 | -22 | -8
O=C(Nc1nnc(C(F)(F)F)s1)C1COc2ccccc2O1 (stereo not drawn) | 1.1 | 0.9 | 1.1 | 1.1 | -5 | -14 | 1 | 1.1 | 3 | -12
Cc1ccc(S(=O)(=O)N2CCN(c3ccnc4cc(Cl)ccc34)CC2)cc1 | 0.9 | 0.9 | 1 | 0.83 | -4 | -4 | 0.9 | 1 | 30 | -4
CCOCCOc1nc(C)cc(C)c1S(=O)(=O)c1ccccc1C | 1.1 | 1 | 1.1 | 0.97 | -11 | -7 | 1.1 | 1.1 | -10 | -7
O=C(CSc1nnc2c(Cl)cc(Cl)cn12)NC1CCS(=O)(=O)C1 (stereo not drawn) | 1.1 | 1 | 1 | 1.3 | -2 | -4 | 1.1 | 1 | -13 | 0
COc1ccccc1CNC(=O)C1CCN(S(=O)(=O)c2cccc3cccnc23)CC1 | 1 | 0.9 | 1 | 0.79 | -7 | -2 | 1 | 1.1 | -9 | -12
O=C(NCc1ccccc1)C1=C[C@@H](c2ccc(C(F)(F)F)cc2)C[C@@H](OCc2ccc(CO)cc2)O1 | 0.5 | 0.9 | 1 | 0.94 | -2 | -1 | 0.7 | 1 | 10 | 1
Cc1nc(C)c(C(=O)NCc2ccc(Cl)cc2)o1 | 1 | 1 | 1 | 0.96 | -2 | -2 | 1 | 1 | 2 | -10
CCc1ccc(C2CC(c3ccco3)=NN2S(C)(=O)=O)cc1 (stereo not drawn) | 0.9 | 1 | 1 | 4.8* | 48 | -4 | 1 | 0.5 | 155* | -21
O=C(Nc1ccccc1)Nc1nccs1 | 1.1 | 0.9 | 1 | 1.4 | 8 | 0 | 1 | 0.9 | 1 | -6
CN1/C(=C\C(=O)c2cccs2)Sc2ccccc21 | 1 | 0.8 | 1 | 7.5* | 82* | 1 | 1 | 0.2 | 168* | -9
CC(=O)Nc1ccc(S(=O)(=O)N2CCN(S(=O)(=O)N3CCCCC3)CC2)cc1 | 1.1 | 1 | 1 | 1.1 | -10 | -5 | 1.2 | 1.1 | 1 | -2
CN(C)S(=O)(=O)N1CCN(C(=O)N2CCOCC2)CC1 | 1.1 | 0.9 | 1 | 1.2 | -6 | 0 | 1.1 | 1.1 | . | 0
CC1CCCC(NC(=O)COC(=O)c2ccccc2NC(=O)c2ccco2)C1C (stereo not drawn) | 0.9 | 1 | 1.2 | 1.2 | -4 | -20 | 0.9 | 1 | 3 | -138
Cc1ccc(C=NCc2ccncc2)c(O)c1 | 0.9 | 1.1 | 1.1 | 1.1 | -6 | -6 | 1 | 1.1 | 9 | -8

Bioassay records: PubChem BioAssay, several laboratories
